Screening data from PubChem BioAssay.
N370S GC mod = inhibitors or activators of N370S glucocerebrosidase for Gaucher disease; P04062; N370S GC spleen homogenate, 4MU-glucoside fluorescence; Potency, µM (titrated, usually from 59.4 µM), for inactives: at the top dose activity change, negative = inhibition, hits mostly inhibitors; 330,000 compounds, 0.092% hits; AID 2101;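 note: 0% = full enzyme activity and -100% = no enzyme basal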
DT40 TDP1 no CPT = qHTS for Inhibitors of human tyrosyl-DNA phosphodiesterase 1 (TDP1): qHTS in cells in absence of CPT; AID 686978, 2013; Potency, µM (doses to about 46.2 µM), for inactives: at the top dose activity change, negative = growth inhibition, hits mostly inhibitors; 420,000 compounds, 15% hits; DT40 Tdp1-/- hTDP1 cells, no CPT, ATP luminescence, 48 h; note: nearly all actives have a fitted effect of over 55% in size
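A cellular qHTS used chicken DT40 cells lacking endogenous Tdp1 but carrying stably transfected human TDP1. Compounds were applied without camptothecin, and cell growth kinetics were judged by ATP-dependent luminescence after ≥48 hr.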
TDP1 inh = inhibitors of human tyrosyl-DNA phosphodiesterase TDP1; Potency, µM (doses to about 130 µM), without a hit: at the top dose activity change, negative = inhibition, hits mostly inhibitors; Q9NUW8; 350,000 compounds, 0.28% hits; AID 485290; recombinant TDP1, AlphaScreen DNA substrate cleavage; note: nearly all actives have a fitted effect of over 40% in size
Target sequence (Q9NUW8 whole entry, looked up): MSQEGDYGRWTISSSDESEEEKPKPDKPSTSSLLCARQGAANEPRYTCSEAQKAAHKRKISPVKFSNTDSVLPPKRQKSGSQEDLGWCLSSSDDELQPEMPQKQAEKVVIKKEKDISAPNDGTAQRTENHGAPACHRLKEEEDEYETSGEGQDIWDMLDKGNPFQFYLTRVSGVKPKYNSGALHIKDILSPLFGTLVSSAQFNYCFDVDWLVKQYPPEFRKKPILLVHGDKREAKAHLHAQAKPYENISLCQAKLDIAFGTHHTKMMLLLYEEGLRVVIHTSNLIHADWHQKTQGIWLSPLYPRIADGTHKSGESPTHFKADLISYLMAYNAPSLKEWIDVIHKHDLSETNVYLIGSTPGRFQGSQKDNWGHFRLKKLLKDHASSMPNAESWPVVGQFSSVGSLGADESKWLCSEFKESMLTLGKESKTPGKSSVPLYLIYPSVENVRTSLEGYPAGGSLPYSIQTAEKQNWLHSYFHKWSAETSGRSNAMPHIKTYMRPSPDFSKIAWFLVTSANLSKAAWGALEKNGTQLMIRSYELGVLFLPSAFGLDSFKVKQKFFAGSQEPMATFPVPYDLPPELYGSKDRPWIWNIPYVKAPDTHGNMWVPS
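Steps: enzyme plus compound, 15 min RT; add biotin/phosphotyrosine-FITC oligonucleotide (15 nM final), react 5 min; add donor/acceptor beads (10 ug/ml final), 10 min; read AlphaScreen. Tdp1 at 1 nM final.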
Numbers without * were called inactive; ? = inconclusive; / = not tested or not shown; & = joins results of further samples; [ ] = another dose, or the depositor's remark. Calls come from the whole dose curve; as a rule, active = well fitted curve in the direction sought with a large enough effect; inconclusive = small, poorly fitted or top-dose-only effect, or another doubt; inactive = no such curve, though single readings can be large; an effect the other way counts as inactive or inconclusive. Unless noted, % is set by controls: 0 for no effect and ±100 for the full control effect; potency is the fitted concentration of half-maximal effect. An excerpt; count on the stated rates, not on these rows.

SMILES | N370S GC mod | DT40 TDP1 no CPT | TDP1 inh
CCN1C(=NCCc2cccs2)N[C@@H](c2cccs2)C(C(=O)OC)=C1C | ? | 21µM* | /
CC1(C)C([N+](=O)[O-])C(c2ccc(O)cc2)NC(c2ccc(O)cc2)C1[N+](=O)[O-] (stereo not drawn) | 8.9µM* | -29% | 2%
O=C(Nc1nnc(S(=O)(=O)N2CCOCC2)s1)c1ccc(F)cc1 | 0% | -4%&-22% | 5%
COc1ccccc1N1CCN(C(=O)CN(c2ccc(C)c(C)c2)S(C)(=O)=O)CC1 | 6% | -25% | 5%
Cc1ccnc(NC(=O)CNC(=O)c2ccco2)c1 | -5% | 5% | /
Cc1ccc(CCNC(=O)c2cc(-c3ccc(Cl)cc3)n[nH]2)cc1 | / | -6% | 3%
CCOc1ccc(CCNC(=O)CCc2nc3ccccc3[nH]2)cc1OCC | ? | -15% | 7%
CC1=NNC(=O)C1CC(=O)N/N=C/c1ccncc1 (stereo not drawn) | 7% | 3% | 8%
CCCOc1ccc(CN(C)c2ncnc(N)n2)cc1 | 1% | ? | /
Cc1ccc(NCN2C(=O)C3C4C=CC(C4)C3C2=O)cc1 (stereo not drawn) | 14% | ? | 4%
CC(C(=O)Nc1ccccc1)N1CCN(c2ccccn2)CC1 (stereo not drawn) | 1% | 8% | /
CCCCC[C@@H]1C=C(C(=O)O)[C@H](c2ccc(F)cc2)N1S(=O)(=O)c1ccc(C)cc1 | / | 6% | 1%
CC(=O)c1nn(-c2ccc(Br)cc2)cc1C(=O)c1ccccc1 | -18% | -26% | 11%
Cc1ccc(-n2ncc3c(=O)[nH]c(SCC(=O)N4CCOCC4)nc32)cc1 | 5% | -20% | 3%
COc1ccc(/C=C/C(=O)Nc2cc(C)nn2-c2nc3ccccc3[nH]2)cc1 | 4% | 18µM* | 8%
COc1ccc(CCNC(=O)CCCn2c(=O)c3cccn3c3cccnc32)cc1OC | / | ? | 5%
CCC1CN(C(=O)N2CCC(C(=O)NCCc3ccc(OC)cc3OC)CC2)c2ccccc2O1 (stereo not drawn) | -1% | ? | 4%
Cc1c(NC(=O)COC(=O)Cc2ccc(F)cc2)c(=O)n(-c2ccccc2)n1C | -4% | -12% | 2%
O=C(CCc1ccccc1)C(=O)N1CCCC(C(=O)c2cccc(Cl)c2)C1 (stereo not drawn) | -17% | ? | -6%
CCc1ccccc1NC(=O)CCNS(=O)(=O)c1ccc2c(c1)CCC(=O)N2 | 5% | 8% | 3%
CN1CC(=O)Nc2ccc(F)cc2C1=O | 3% | -17% | 3%
COc1ccc(NC(=O)c2cn(CC(C)C)c(=O)c3cc(OC)c(OC)cc23)cc1Cl | / | 21µM* | -3%
O=C(CN1CCCC1)Nc1ccc(S(=O)(=O)N2CCCCC2)cc1 | -1% | 5% | -13%
CNC(=S)/N=C/NOCc1ccc(Cl)cc1Cl | 13% | 21µM* | 9%
Cc1nn2c(=O)cc(COC(=O)c3ccc(NC(=O)C(C)(C)C)cc3)nc2s1 | -3% | 18µM* | 4%
O=C(CCSc1ccc(F)cc1)Nc1ccc(-n2cnnn2)cc1 | -10% | ? | 8%
O=C(CCC1N=C2c3ccccc3N=C(SCc3ccc(Cl)cc3)N2C1=O)NCc1cccs1 (stereo not drawn) | / | ? | -2%
CCN(CC(=O)NCc1ccc(Cl)cc1)C(=O)COc1ccc(C)cc1C | -3% | ? | 7%
O=S(=O)(Nc1ccc(N2CCOCC2)cc1)c1ccc(F)cc1F | 1% | ? | 8%
CNc1c(NC(=O)c2ccc3c(c2)OCO3)c(=O)oc2ccccc12 | -3% | 7% | 0%
Cc1ccc(-c2c3c(=O)n(C)c(=O)n(C)c3cn2-c2ccccc2O)cc1 | 3% | -4% | 8%
COC(=O)CCC(C)C1CCC2C3C(O)C[C@@H]4CC(O)CC[C@@]4(C)C3CC(O)[C@]12C (stereo partly drawn) | -8% | ? | 13%[56.1 µM]
COc1ccc2ccccc2c1/C=N/NC(=O)c1cc(C)[nH]n1 | -9% | ? | 6%
Cc1ccc(NC2c3ncccc3C(=O)N2C2CCCCC2)cc1 (stereo not drawn) | 6% | -24% | 3%
COC(=O)c1c[nH]n2c(=O)cc(CCl)nc12 | -17% | 3% | -11%
CC1(C)CC(=O)C2=C(C1)OC(/N=C/N1CCOCC1)=C(C#N)C2c1ccccc1 (stereo not drawn) | ? | 7% | 8%
CC(Oc1cccc(Br)c1)C(=O)N1CCCN(C)CC1 (stereo not drawn) | 0% | 0% | 4%
COc1ccc2c(C)cc(C)nc2n1 | 3% | -1% | 4%
CCOc1ccccc1OCC(=O)Nc1ccc(N2CCOCC2)cc1N1CCOCC1 | -8% | -17% | -4%
COc1ccc(Nc2cc(Cl)nc(N)n2)cc1OC | -9% | -18% | 0%
Cc1ccc2cc(C(c3nnnn3C(C)(C)C)N3CCCC3)c(=O)[nH]c2c1C (stereo not drawn) | 6% | / | -4%
CC(=O)Nc1cc(C(=O)c2ccccc2)ccc1N1CCOCC1 | 3% | ? | 3%
O=C(c1ccco1)N1CCC[C@@]2(CCN(c3cccc(-c4ccccc4)c3)C2)C1 | 19% | ? | /
COC(=O)c1cccc(OC(N)=O)c1 | -3% | -4% | -5%
COc1ccc(-c2nc(SCc3cc(=O)c4cc(C)ccc4[nH]3)n[nH]2)cc1 | / | -18% | 8%

A stretch of the results above, as a working copy:
SMILES | N370S GC mod | DT40 TDP1 no CPT | TDP1 inh
CNC(=S)/N=C/NOCc1ccc(Cl)cc1Cl | 13% | 21µM* | 9%
Cc1nn2c(=O)cc(COC(=O)c3ccc(NC(=O)C(C)(C)C)cc3)nc2s1 | -3% | 18µM* | 4%
O=C(CCSc1ccc(F)cc1)Nc1ccc(-n2cnnn2)cc1 | -10% | ? | 8%
O=C(CCC1N=C2c3ccccc3N=C(SCc3ccc(Cl)cc3)N2C1=O)NCc1cccs1 (stereo not drawn) | / | ? | -2%
CCN(CC(=O)NCc1ccc(Cl)cc1)C(=O)COc1ccc(C)cc1C | -3% | ? | 7%
O=S(=O)(Nc1ccc(N2CCOCC2)cc1)c1ccc(F)cc1F | 1% | ? | 8%
CNc1c(NC(=O)c2ccc3c(c2)OCO3)c(=O)oc2ccccc12 | -3% | 7% | 0%
Cc1ccc(-c2c3c(=O)n(C)c(=O)n(C)c3cn2-c2ccccc2O)cc1 | 3% | -4% | 8%
COC(=O)CCC(C)C1CCC2C3C(O)C[C@@H]4CC(O)CC[C@@]4(C)C3CC(O)[C@]12C (stereo partly drawn) | -8% | ? | 13%[56.1 µM]
COc1ccc2ccccc2c1/C=N/NC(=O)c1cc(C)[nH]n1 | -9% | ? | 6%
Cc1ccc(NC2c3ncccc3C(=O)N2C2CCCCC2)cc1 (stereo not drawn) | 6% | -24% | 3%
COC(=O)c1c[nH]n2c(=O)cc(CCl)nc12 | -17% | 3% | -11%
CC1(C)CC(=O)C2=C(C1)OC(/N=C/N1CCOCC1)=C(C#N)C2c1ccccc1 (stereo not drawn) | ? | 7% | 8%
CC(Oc1cccc(Br)c1)C(=O)N1CCCN(C)CC1 (stereo not drawn) | 0% | 0% | 4%
COc1ccc2c(C)cc(C)nc2n1 | 3% | -1% | 4%
CCOc1ccccc1OCC(=O)Nc1ccc(N2CCOCC2)cc1N1CCOCC1 | -8% | -17% | -4%
COc1ccc(Nc2cc(Cl)nc(N)n2)cc1OC | -9% | -18% | 0%
Cc1ccc2cc(C(c3nnnn3C(C)(C)C)N3CCCC3)c(=O)[nH]c2c1C (stereo not drawn) | 6% | / | -4%
CC(=O)Nc1cc(C(=O)c2ccccc2)ccc1N1CCOCC1 | 3% | ? | 3%

The results go on.
SMILES | N370S GC mod | DT40 TDP1 no CPT | TDP1 inh
COc1ccc(C)cc1S(=O)(=O)N(CC(=O)Nc1cc([N+](=O)[O-])ccc1C)c1ccc(C)c(C)c1 | -4% | 10µM* | 1%
CCC1CCCCN1C(=O)CCn1ccnc1 (stereo not drawn) | 8% | 6% | 6%
O=C1NC[C@H](c2ccccc2)N1 | -6% | / | 1%
CCc1nc(=O)c(-c2ccccc2)c(C)n1-c1ccccc1 | -3% | ? | 5%
CCOC(=O)Cc1csc(NC(NC(=O)OCC)(C(F)(F)F)C(F)(F)F)n1 | -2% | -14% | 4%
COc1ccc(C(C)(C)C)cc1NC(=O)CCc1c(C)noc1C | / | -29% | -1%[56.1 µM]
COC(Cc1n[nH]c(=S)n1-c1ccc(Cl)cc1)OC | 2% | 7% | -14%
C/C(=N\Nc1cccc(Cl)c1)c1ccc(-n2ccnc2)cc1 | -10% | 16µM* | 10%
CCCn1c(CNC(=O)c2ccccc2)nc2ccccc21 | ? | -2% | 2%
CN1CCN(c2ccccc2/C=C2/C(=O)Nc3ccccc32)CC1 | ? | ? | /
O=C(CNc1cccc(Cl)c1)c1ccc(Br)cc1 | -3% | ? | /
CC1CCCCN1C(=O)CSc1nc2cc3c(cc2c(=O)n1Cc1ccc2c(c1)OCO2)OCO3 (stereo not drawn) | 4% | 23µM* | 7%

A second format for two compounds above.
Results follow in this order: N370S GC mod | DT40 TDP1 no CPT | TDP1 inh
- CC1CCCCN1C(=O)CSc1nc2cc3c(cc2c(=O)n1Cc1ccc2c(c1)OCO2)OCO3 (stereo not drawn)
 : 4% | 23µM* | 7%
- C/C(=N\Nc1cccc(Cl)c1)c1ccc(-n2ccnc2)cc1
 : -10% | 16µM* | 10%
